PTAP TSG101 blk: blocks PTAP/TSG101 interaction to inhibit HIV-1 budding. 340,000 tested, under 10 active. Fluorescence polarization, FITC-PTAP peptide / Tsg101 binding. Q99816. Potency, µM (series often up to 115 µM), for inactives: top-dose activity change, negative = inhibition, usual class: inhibitors; active = well fitted inhibition curve with a large enough effect in the main read-out, with a control signal flat, not every such curve was filed as active; inconclusive = small, poorly fitted or top-dose-only effect, or effect the other way, or a change in a side signal; inactive = no such curve, though single readings can be large or run the other way; also: potency is read from the fitted curve at half-maximal effect; % of control where 0% means no effect
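FP read-out: FITC-PTAP peptide, 50 nM final, binding Tsg101 binding domain, 10 uM final; 20 min, r.t.; 10 mM HEPES pH 7.5, 0.15 M NaCl, 0.01% Tween 20, 3 mM EDTA, 0.1 mM TCEP.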
Menin-MLL TR inh: displaces Texas Red mutant MLL peptide from human menin. Menin + Texas Red MLL mutant peptide, fluorescence polarization. O00255. actives 0.23% (n = 270,000). Potency, µM (series often up to 61.6 µM), for the others: top-dose FP activity change, negative = inhibition, actives largely listed as inhibitors; active = well fitted inhibition curve with a large enough effect in the polarisation, with a control signal flat, not every such curve was filed as active; inconclusive = small, poorly fitted or top-dose-only effect, or effect the other way, or a change in a side signal; inactive = no such curve, though single readings can be large or run the other way; the % refers to the polarisation; also: potency is read from the fitted curve at half-maximal effect; % of control where 0% means no effect; many of its hits are not listed in these tables
Tb PFK block: blocks T. brucei phosphofructokinase. Potency, µM (titrated, usually from 57.5 µM), for the others: at the top dose activity, negative = inhibition, hits mostly inhibitors. actives 0.17% (n = 330,000). O15648. AID 485367. T. brucei PFK, ADP-Glo luminescence;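 also: potency is read from the fitted curve at half-maximal effect; 0% = uninhibited 1x PFK enzyme wells and -100% = no-enzyme wells; nearly all actives have a fitted effect of over 60% in size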
Target sequence (O15648 whole entry, looked up): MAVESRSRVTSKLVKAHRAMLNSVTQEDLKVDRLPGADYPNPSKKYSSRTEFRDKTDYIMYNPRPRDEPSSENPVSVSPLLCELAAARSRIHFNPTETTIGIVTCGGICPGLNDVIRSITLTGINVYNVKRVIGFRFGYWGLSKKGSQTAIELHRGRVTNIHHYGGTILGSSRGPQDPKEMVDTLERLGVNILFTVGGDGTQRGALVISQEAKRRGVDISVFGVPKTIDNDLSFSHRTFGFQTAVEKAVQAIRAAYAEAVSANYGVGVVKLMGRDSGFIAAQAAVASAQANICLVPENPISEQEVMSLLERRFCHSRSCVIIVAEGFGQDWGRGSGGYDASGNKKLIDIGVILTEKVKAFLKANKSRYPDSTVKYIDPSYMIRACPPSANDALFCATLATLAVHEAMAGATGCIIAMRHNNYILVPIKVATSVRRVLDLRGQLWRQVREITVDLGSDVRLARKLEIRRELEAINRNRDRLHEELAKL
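Luminescent ADP detection (ADP-Glo, two-step: ATP depletion then ADP-to-ATP conversion for luciferase) reported PFK activity after 45 min room-temperature reaction of 1.25 nM enzyme with 0.5 mM F6P and 0.1 mM ATP at pH 8.0.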
GALK inhibitor: inhibitors of human galactokinase; actives 0.007% (n = 270,000); Purified GALK, Kinase-Glo residual ATP luminescence; P51570; Potency, µM (titrated, usually from 57.5 µM), without a hit: at the highest dose activity change, negative = inhibition, hits mostly inhibitors; also: potency is read from the fitted curve at half-maximal effect; % is scaled to controls: 0 for no effect and ±100 for the full control effect
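5 nM enzyme, 35 uM ATP, 100 uM galactose, 20 mM HEPES pH8.0, 5 mM MgCl2; 1 h RT; residual ATP by Kinase-Glo Plus luminescence, qHTS format.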
B2AR arrestin: beta2AR (human) beta-arrestin recruitment activity; P07550; beta-arrestin recruitment to beta2AR, cell-based reporter; Potency, µM (titrated, usually from 46.1 µM), without a hit: at the top dose activation, usual class: activators; actives 0.02% (n = 330,000); AID 492947;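 also: potency is read from the fitted curve at half-maximal effect; 0% = DMSO controls and full agonism = EC100 isoproterenol or metaproterenol; nearly all actives have a fitted effect of over 65% in size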
BCR signal inh: inhibitors of chronic active B-cell receptor signaling | ABC-DLBCL IkBa-CBG/CBR reporter, luminescence ratio, 4 h | Potency, µM (top dose mostly 46.1 µM), for the others: at the top dose ratio change, negative = lower green/red ratio, hits mostly inhibitors | actives 0.05% (n = 340,000) | AID 493014; active = well fitted inhibition curve with a large enough effect in the signal ratio, with a control signal flat, not every such curve was filed as active; inconclusive = small, poorly fitted or top-dose-only effect, or effect the other way, or a change in a side signal; the % refers to the signal ratio;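 also: potency is read from the fitted curve at half-maximal effect; plate controls were basal doxycycline-induced cells for no effect and cells given 10 µM MG132 for full effect; MG132 reads +100%, hits lower the ratio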
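Concentration-response series (up to 46 uM) were applied to TMD8 dual-reporter cells for 4 h at 37C with doxycycline. Green/red ratio, after filter-overlap correction, defined %Activity; red signal alone was normalised to basal cells and zero luminescence.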
a7 integrin act: activates integrin-mediated alleviation for muscular dystrophy. alpha7betagal myoblasts, beta-gal FDG fluorescence, 48 h. AID 624291. actives 0.064% (n = 350,000). Potency, µM (highest dose often 38.3 µM), for inactives: at the highest dose activation, hits mostly activators;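 also: potency is read from the fitted curve at half-maximal effect; 100% = response of the positive control SU9516; nearly all actives have a fitted effect of over 60% in size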
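alpha7betagal+/- myoblasts (passage 13, 250/well) treated 48 h at 37C with compounds at 1:260 dilution of DMSO stock. Lysed, then beta-galactosidase activity read as FDG fluorescence (ex 480/em 540) after 30 min, with pre-read for autofluorescence.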
S-ASM inh: human S-ASM enzyme inhibition | actives 0.006% (n = 340,000) | Potency, µM (highest dose often 57.5 µM), inactives show at the top dose activity change, negative = inhibition, most hits filed as inhibitors | placental ASM, HMU-PC fluorogenic substrate, 60 min; also: potency is read from the fitted curve at half-maximal effect
Target sequence (P17405 47-631 limits assumed): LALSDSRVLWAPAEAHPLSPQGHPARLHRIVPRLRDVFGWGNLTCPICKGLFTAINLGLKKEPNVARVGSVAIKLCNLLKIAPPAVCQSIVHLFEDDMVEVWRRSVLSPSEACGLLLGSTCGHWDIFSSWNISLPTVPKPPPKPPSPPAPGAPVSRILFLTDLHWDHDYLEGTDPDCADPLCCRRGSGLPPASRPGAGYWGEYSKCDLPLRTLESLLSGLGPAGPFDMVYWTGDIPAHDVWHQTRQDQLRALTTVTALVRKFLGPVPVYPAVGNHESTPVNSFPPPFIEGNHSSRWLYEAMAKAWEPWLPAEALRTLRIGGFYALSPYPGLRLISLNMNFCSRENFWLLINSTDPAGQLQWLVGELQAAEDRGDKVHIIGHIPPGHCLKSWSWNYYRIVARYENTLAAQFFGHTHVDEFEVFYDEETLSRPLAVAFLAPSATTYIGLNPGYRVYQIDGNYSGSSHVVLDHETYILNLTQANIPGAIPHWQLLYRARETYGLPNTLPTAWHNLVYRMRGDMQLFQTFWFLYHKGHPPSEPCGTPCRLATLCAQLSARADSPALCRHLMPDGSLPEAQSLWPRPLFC
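Fluorescence read-out (Ex 386 nm, Em 447 nm) after stopping the reaction at pH 10. Enzyme: ASM from human placenta; substrate HMU-PC0, 9 uM final; 60 min, 37 °C. Compound preincubation 10 min, ambient temperature.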
PKM2 act: increases activity of human pyruvate kinase M2; purified PKM2, Kinase-Glo ATP luminescence, activation; response scale: 0% is enzyme alone, no compound; Potency, µM (top dose mostly 57.5 µM), for the others: top-dose activation, most hits filed as activators; actives 0.34% (n = 260,000); P14618; also: potency is read from the fitted curve at half-maximal effect; % is scaled to controls: 0 for no effect and ±100 for the full control effect; nearly all actives have a fitted effect of over 55% in size
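Purified hPK-M2 (>95%) run at intermediate activity with 0.1 mM ADP and 0.5 mM PEP in 50 mM imidazole pH 7.2, KCl, MgCl2; 1 h room temperature. ATP formed read by Kinase-Glo luminescence; normalized to uninhibited and no-enzyme controls.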
FBPA coupling cs: inhibits coupling enzyme system, counter-screen for aldolase hits; actives 0.67% (n = 290,000); coupling enzyme system counterscreen, AmpLite Red fluorescence; activity change, negative = inhibition, % at 58.2 µM, hits read low; in the data active = activity change below about -30%; also: % is scaled to controls: 0 for no effect and ±100 for the full control effect
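Compounds tested against the coupling enzymes alone at 57.5 uM final; readout was AmpLite Red fluorescence (525/598 nm) after 20 min at RT.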
Giardia kill: kills Giardia lamblia. Giardia lamblia trophozoite viability. activity change, % at 7.66 µM, hits read low. actives 0.15% (n = 340,000). AID 540267; in the data active = activity change below about -80%; inconclusive = between about -30% and that limit;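 also: parasites exposed to compound for two days anaerobically before the ATP read; % is scaled to controls: 0 for no effect and ±100 for the full control effect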
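Media and compound were dispensed first, then trophozoites at 100 cells/well; plates sat 48 hrs at 37 deg C without oxygen before ATP luminescence reagent was added and read after 15-30 min at room temperature.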
The depositor's hits bear a star; ? = inconclusive; . = no result given; & = joins results of further samples; [ ] = dose if it differs, or a comment. Unless noted, calls follow the shape of the dose curve; as a rule, active = well fitted curve in the direction sought with a large enough effect; inconclusive = small, poorly fitted or top-dose-only effect, or another doubt; inactive = no such curve, though single readings can be large; an effect the other way counts as inactive or inconclusive. An excerpt (hit frequency here may not be typical).

Under each structure – PTAP TSG101 blk	Menin-MLL TR inh	Tb PFK block	GALK inhibitor	B2AR arrestin	BCR signal inh	a7 integrin act	S-ASM inh	PKM2 act	FBPA coupling cs	Giardia kill
1) COCCn1c(=O)[nH]c2cc(C(=O)NCc3ccccc3)ccc2c1=O
 : -2%	4%	-2%	0%	0.0%	?	19%	456%[activator]	8%	3	-4
2) CN(C)c1ccc(/C=C/c2nc3ccccc3s2)cc1
 : 1%	13%	1%	5%	-0.6%	?	25%	70%[activator]	-1%	.	?
3) COc1cc(N2CCCC2)c(OC)cc1/C=C(/C#N)c1ccc(F)cc1
 : -2%	-27%	-4%	-4%	-0.5%	?	-21%	-22%	-20%	-5	0
4) COc1cc(C2NC(=O)NC(c3ccccc3)=C2C(C)=O)cc(Cl)c1OCC(=O)O (stereo not given)
 : -1%	10%	-5%	2%	0.6%	?	22%	6%	2%	4	1
5) CCN(CC)C(=O)CSc1nc(C)cc(-c2cccs2)c1C#N
 : -4%	5%	?	-3%	0.4%	8%	23%	2%	7%	1	-12
6) C/C(=N\NC(=O)CSCc1cccc(Br)c1)c1ccc([N+](=O)[O-])cc1
 : -1%	24%	-10%	-2%	-0.4%	3%	-2%	-2%	-1%	2	-10
7) CCOC(=O)N1CCN(Cc2c(O)ccc3ccccc23)CC1
 : -3%	22%	-9%	7%	-0.7%	?	-28%	15%	3%	-7	-21
8) O/N=C1\CCCc2oc3c(c21)CCCC3
 : -4%	3%	-1%	2%	-0.3%	?	0%[7.66 µM]	0%	2%	-31*	24
9) O=C(NCC(c1cccnc1)N1CCN(c2ccc(F)cc2)CC1)c1cccc(Cl)c1 (stereo not given)
 : -1%	-19%	1%	-2%	0.1%	5%	-24%	-2%	-5%	-2	-8
10) Cc1c(N(C)S(=O)(=O)c2cc(C(=O)N3CCCC3)ccc2Cl)c(=O)n(-c2ccccc2)n1C
 : -1%	.	9%	-9%	-0.4%	2%	-1%	-1%	-5%	.	17
11) COc1ccc2c(Cl)c(C(=O)N/N=C/c3cccnc3)sc2c1
 : -2%	-4%	4%	-1%	0.0%	-14%	-23%	-2%	.	1	-2
12) COCCNC(=O)Cn1c(=O)oc2cc(S(=O)(=O)N3CC(C)CC(C)C3)ccc21 (stereo not given)
 : -3%	.	0%	1%	-1.5%	0%	6%	1%	.	.	-10
13) CCOC(=O)N1CCN(C(=O)COc2cc(C)c(Cl)c(C)c2)CC1
 : -5%	1%	-6%	4%	-0.5%	2%	-22%	0%	-17%	-1	-3
14) CCC(=O)N1CCN(c2ccccc2NC(=O)c2cccc(C)c2)CC1
 : -1%	4%	1%	1%	-0.2%	7%	-18%	1%	0%	5	-1
15) c1ccc(Cc2nnc(Sc3ccccc3)c3ccccc23)cc1
 : -1%	.	-2%	0%	0.0%	?	-54%[inhibitor]	-3%	2%	2	-8
16) N#CC(c1ccc(Cl)nn1)c1c(F)cccc1Cl (stereo not given)
 : -8%	-1%	-1%	0%	-0.2%	1%	-10%	1%	-2%	3	20
17) COC(=O)c1ccccc1Oc1c(F)c(F)nc(N2CCOCC2)c1F
 : -12%	-22%	-3%	-1%	0.2%	0%	-3%	-1%	2%	6	-2
18) CC(=O)Nc1ccc(CN2CCCC(CO)(Cc3cccc(Cl)c3)C2)cc1 (stereo not given)
 : -2%	.	-1%	4%	8.1%	-7%	-13%	1%	-2%	0	-4
19) O=Cc1c(SCCO)nc2ccccn2c1=O
 : 2%	.	-3%	7%	0.0%	0%	-9%	42%[activator]	0%	1	20
20) CCOC(=O)C1CCN(C(=O)CN(c2ccc(Cl)c(C(F)(F)F)c2)S(C)(=O)=O)CC1
 : -2%	-24%	0%	0%	-0.1%	2%	-29%	5%	0%	1	-20
21) N=C1S/C(=C\c2ccc(O)cc2)C(=O)N1c1ccc(F)cc1
 : 3%	?	-7%	-2%	0.1%	-3%	0%	-3%	-5%	1	-17
22) CC(=O)c1cccc(NC(=O)N2CCCc3ccccc32)c1
 : -1%	?	-4%	-7%	-1.2%	4%	24%	0%	-6%	-13	19
23) CCCOc1ccc(N2C(=O)CC(NCc3cccs3)C2=O)cc1 (stereo not given)
 : 1%	-8%	-3%	-3%	-0.2%	-9%	-1%	0%	1%	0	10
24) CCCOc1ccc(C(=O)NCC(c2ccco2)N(C)C)cc1OC (stereo not given)
 : 17%	1%	-7%	-1%	0.0%	8%	2%	3%	3%	1	2
25) Cc1nc(SCc2nc3ccc(F)cc3[nH]2)c2oc3ccccc3c2n1
 : 7%	.	6%	.	-0.2%	-7%	.	-25%	.	.	12
26) O=C(CC1SCCNC1=O)Nc1ccccc1Cl (stereo not given)
 : -10%	3%	0%	-1%	-0.3%	-8%	-7%	1%	2%	0	-15
27) COC(=O)N/N=C/c1cn(CCOc2cccc(OC)c2)c2ccccc12
 : -1%	?	3%	0%	-0.3%	?	18%	-11%	.	-3	12
28) S=C(Nc1ccc(Br)cc1)N1CCN(C2CCCCC2)CC1
 : -1%	1%	-6%	2%	-0.4%	2%	5%	7%	-2%	3	-7
29) O=C(CCc1nc(-c2ccccc2)no1)NCc1cccnc1
 : -2%	6%	0%	-1%	0.0%	?	19%	-2%	3%	1	-15
30) Cc1ccc(CNC(=O)C(=O)Nc2nccs2)cc1
 : 1%	-3%	-1%	5%	0.0%	-5%	-1%	1%	0%	-1	1
31) CCOC(=O)c1ccc(NC(=O)N2CCN(c3ccccn3)CC2)cc1
 : -4%	-20%	-5%	0%	0.1%	-9%	7%	-1%	-2%	-1	11
32) Cc1nc(CS(=O)c2ccccc2)cc(N2CCOCC2)n1 (stereo not given)
 : 0%	-21%	0%	-1%	-0.4%	0%	3%	2%	1%	3	-1
33) CC(C)C(=O)Nc1ccc(S(=O)(=O)N2CCC(c3nc4ccccc4[nH]3)CC2)cc1
 : -2%	.	-1%	.	0.0%	5%	6%	-1%	.	.	23
34) CCCC(CCC)C(=O)Nc1ccncc1
 : -2%	7%	0%	-3%	-0.1%	3%	16%	3%	9%	0	12
35) Cc1cc(C)c(C)c(C(=O)CSc2nnc(C)c(=O)[nH]2)c1C
 : .	6%	2%	0%	0.5%	-9%	.	.	1%	15	.
36) COc1ccc(C2CC(c3cccs3)=NN2C(=O)CSC2=NCCS2)cc1 (stereo not given)
 : 13%	.	1%	-10%	0.2%	?	-21%	-5%	-2%	.	-1
37) CC(=O)NCCSC(=O)c1ccc(F)cc1
 : 2%	-5%	2%	-1%	0.2%	?	-5%	-1%	-1%	-1	-5
38) Cc1ccc(C)c(S(=O)(=O)N2CC(=O)N(CCc3ccccc3)C(=O)C2)c1
 : -4%	-4%	-3%	.	-0.1%	-1%	9%	-1%	-12%	-1	10
39) CC(C)COc1ccc(C(=O)Nc2ccccc2[N+](=O)[O-])cc1
 : 1%	-20%	7%	0%	0.6%	9%	-15%	1%	-1%	4	10
40) CN(C)CCN(Cc1ccco1)C(=O)c1cc2c(Cl)nc3ccccc3c2s1
 : -3%	-24%	0%	0%	0.4%	2%	-49%[inhibitor]	-6%	6%	2	39[activator]
41) NC(=O)c1cccc(C[C@H](C(=O)O)N2C(=O)c3ccc(C(=O)O)cc3C2=O)c1
 : .	-2%	2%	.	-0.2%	4%	.	.	.	0	.
42) Cc1ccc(NC(=O)C(C)Sc2nnc(C3CC3)n2C2CC2)cc1S(=O)(=O)N1CCOCC1 (stereo not given)
 : -1%	.	0%	.	-0.1%	?	-13%	4%	.	.	-8
43) COc1cccc(C(=O)N(CN2CCCC2=O)c2ccccc2OC)c1
 : 2%	-3%	0%	1%	-0.6%	-7%	6%	6%	-2%	0	6
44) C=C(C)CC(c1ccccc1)N(C(C)=O)c1ccco1 (stereo not given)
 : -2%	-19%	-10%	8%	0.3%	3%	16%	3%	1%	-1	-5
45) CC1=C(C(=O)OCc2ccccc2)C(c2cccs2)NC(=O)N1CCCC(=O)O (stereo not given)
 : -2%	1%	-13%	.	-1.4%	?	13%	-5%	-3%	7	-8
46) CCC(=O)N1CCc2cc(Br)cc(S(=O)(=O)CCC(=O)NCCOC)c21
 : -7%	6%	4%	1%	-0.1%	0%	5%	1%	6%	1	4
47) FC(F)(F)c1ccc(CN2C[C@@H]3C(c4ccc(Cl)nc4)C4(c5cccnc5)CC3(C4)[C@H]2c2ccccc2)cc1 (stereo not given in full)
 : 4%	2%	2%	-2%	-1.0%	7%	4%	?	-8%&-4%	-4&-5	-24

From PubChem
